Assay outcomes from PubChem.
STK33 inh – inhibitors of purified STK33 kinase, primary screen, biochemical, ADP-Glo luminescence, homogeneous, cell-free; Serine/threonine-protein kinase 33 (Homo sapiens), Q9BYT3; MBP phosphorylation; inhibition, % at 10 µM; actives 0.073% (n = 320,000);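 active = inhibition at or above 25%, using the most active replicate where run in duplicate; inactive = inhibition below 25%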
Target sequence (Q9BYT3 whole entry, looked up): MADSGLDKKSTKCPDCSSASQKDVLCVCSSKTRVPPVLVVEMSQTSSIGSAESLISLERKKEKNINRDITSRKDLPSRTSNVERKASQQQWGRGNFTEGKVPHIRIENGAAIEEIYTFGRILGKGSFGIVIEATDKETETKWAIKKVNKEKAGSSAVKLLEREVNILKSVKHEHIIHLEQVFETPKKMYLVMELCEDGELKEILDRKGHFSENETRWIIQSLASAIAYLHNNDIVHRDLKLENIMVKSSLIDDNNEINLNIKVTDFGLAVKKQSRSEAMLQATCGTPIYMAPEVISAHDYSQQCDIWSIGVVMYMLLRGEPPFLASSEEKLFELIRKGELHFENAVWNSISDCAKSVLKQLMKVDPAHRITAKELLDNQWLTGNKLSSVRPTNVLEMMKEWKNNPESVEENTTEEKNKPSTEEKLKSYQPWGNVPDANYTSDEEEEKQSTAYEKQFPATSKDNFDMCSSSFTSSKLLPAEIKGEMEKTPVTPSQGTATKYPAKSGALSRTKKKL
OX1R FRET antag – antagonists of human orexin 1 receptor (OX1R); actives 1.8% (n = 330,000); AID 485270, 2010; OX1R-expressing cells, FRET antagonist read-out; inhibition, % at 6.6 µM; Orexin/Hypocretin receptor type 1 (Homo sapiens), O43613; in the data active = inhibition mostly above about 38%, no sharp cut-off; inactive = mostly below about 40%;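 note: 0% = agonist challenge alone and 100% = reference antagonist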
Target sequence (O43613 whole entry, looked up): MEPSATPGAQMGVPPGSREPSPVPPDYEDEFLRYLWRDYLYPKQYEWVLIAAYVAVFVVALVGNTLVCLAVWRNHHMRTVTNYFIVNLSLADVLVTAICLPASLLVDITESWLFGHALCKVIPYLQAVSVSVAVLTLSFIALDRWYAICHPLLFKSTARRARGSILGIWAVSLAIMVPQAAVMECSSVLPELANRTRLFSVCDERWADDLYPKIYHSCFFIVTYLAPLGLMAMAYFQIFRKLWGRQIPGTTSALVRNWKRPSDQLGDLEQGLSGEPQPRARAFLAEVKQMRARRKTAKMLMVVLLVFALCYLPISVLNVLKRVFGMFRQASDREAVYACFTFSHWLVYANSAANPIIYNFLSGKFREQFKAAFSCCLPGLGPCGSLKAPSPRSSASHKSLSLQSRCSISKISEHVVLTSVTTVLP
KCNQ2 inh – KCNQ2 potassium channel inhibitors, primary screen, cell-based, CHO-K1, FluxOR thallium flux, B-score (AID 2156). actives 1.1% (n = 310,000). 20 min; active compounds read low. B-score at 10 µM;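 active = fluorescence ratio B-score at most minus 3 library SDs, with starting brightness B-score within 2 library SDs, cut at about -5.5 in these data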
An asterisk follows results filed as active; i = inactive; x = not tested or not shown.

The first two entries, ahead of the listing:
SMILES	STK33 inh	OX1R FRET antag	KCNQ2 inh
Cc1ccc(-c2nc(CS(=O)CC(=O)N3CCN(c4ccccc4)CC3)c(C)o2)cc1 (stereo not given)	-2.2	11.8	i
O=C(NCCCN1CCOCC1)NC12CC3CC(CC(C3)C1)C2	-2.0	10.9	i

Results, from the start:
SMILES	STK33 inh	OX1R FRET antag	KCNQ2 inh
Cc1ccc(-c2nc(CS(=O)CC(=O)N3CCN(c4ccccc4)CC3)c(C)o2)cc1 (stereo not given)	-2.2	11.8	i
O=C(NCCCN1CCOCC1)NC12CC3CC(CC(C3)C1)C2	-2.0	10.9	i
CCN(CCn1cccn1)Cc1ccccc1OCC(O)CN1CCc2ccccc2C1 (stereo not given)	7.1	21.7	i
Cn1cccc1C(=O)OCC(=O)Nc1ccc2c(c1)CCC2	-0.5	14.1	i
Cc1cc(=O)oc2ccc(OCC(=O)O)cc12	-0.9	3.4	i
Cc1cc(C)c(OCC(=O)OCC(=O)NC2CCC(C)CC2)c(C)c1 (stereo not given)	-0.2	7.0	i
N#C/C=C1\n2c(nc3ccccc32)OC12CCCCC2	1.6	26.5	i
COc1ccc(C(=O)O/N=C(\C)c2ccccc2)cc1	28.8*	1.7	i
Cc1[nH][nH]c(=O)c1C(c1ccc(Cl)cc1)c1c(C)[nH][nH]c1=O	0.8	29.6	i
O=C(CN1CCN(Cc2ccccc2)CC1)Nc1cccc(Br)c1	0.6	27.1	i
O=S(=O)(NCC1CCCO1)c1ccc(S(=O)(=O)N(Cc2ccc(F)cc2)Cc2ccco2)cc1 (stereo not given)	-1.0	6.7	i
COc1ccc(N2CCN(/C(=N\S(=O)(=O)c3ccccc3)Nc3nc(C)cc(C)n3)CC2)cc1	-0.4	0.6	i
COc1ccc(-c2cc(C(=O)NC3CCCC3)no2)cc1	-1.7	23.0	i
COCCNC(=O)c1n[nH]c2ccccc12	0.6	9.3	i
Cc1ccccc1OCC(=O)Nc1ccc(N2CCN(C)CC2)c(Cl)c1	-1.5	11.8	i
CC1(C)Cc2nc3nc(SCC(=O)NCCc4ccccc4)n(-c4ccccc4)c(=O)c3cc2CO1	-1.0	12.5	i
Cc1nn(Cc2ccc(F)cc2)c2sc(C(=O)Nc3ccc(N4CCOCC4)cc3N3CCOCC3)cc12	0.5	30.0	i
O=S(=O)(c1ccccc1)c1ccc(NCc2ccco2)cc1	-0.8	5.6	i
O=C1c2ccc(Cl)cc2S(=O)(=O)c2cccc(C(=O)N3CCC(Cc4ccccc4)CC3)c21	-0.6	11.3	x
CCN1C(=O)C(CC(=O)Nc2ccc(OC)cc2)N(Cc2cccnc2)C1=S (stereo not given)	-1.5	-0.9	i
Cc1ccnc(NC(=O)c2oc3ccccc3c2C)c1	0.0	95.5*	i
O=C1C2C3C=CC(C3)C2C(=O)N1CC1CCCO1 (stereo not given)	0.4	5.6	i
COc1cccc2cc(C(=O)N3CCN(C/C=C/c4ccccc4)CC3)c(=O)oc12	-0.2	16.4	i
Cc1cccc(N2C(=NC(=O)c3ccccc3)SC3CS(=O)(=O)CC32)c1 (stereo not given)	-0.3	31.6	i
CCC(=O)N1CCc2cc(S(=O)(=O)CCC(=O)NCc3cccs3)ccc21	-3.7	0.9	i
SMILES	STK33 inh	OX1R FRET antag	KCNQ2 inh
c1ccc(CCc2ccncc2)cc1	-1.4	-2.1	i
CCCC1=NN2C(=N)/C(=C\c3cc(C)n(Cc4ccccc4)c3C)C(=O)N=C2S1	-0.6	10.6	i
Cc1cc(C)c2[nH]c3nc(SCC(=O)O)nnc3c2c1	4.5	104.3*	i
O=C(CCNC(=O)N1CC(=O)Nc2ccccc21)NCc1ccc(F)cc1	-0.7	8.2	i
C=CCn1c(-c2sccc2C)n[nH]c1=S	1.6	1.4	i
Nc1nc(NCc2ccccc2)nc(Nc2cccc(F)c2)c1[N+](=O)[O-]	-2.7	15.1	i
CCOC(=O)N1CCN(C(=O)c2ccc3c(=O)n(Cc4ccc(Cl)cc4)c(=S)[nH]c3c2)CC1	-3.0	12.7	i
Cc1cc(C)c(S(=O)(=O)c2ccccc2C)c(Cl)n1	-1.5	6.6	i
Cc1ccc(C)c(OCC(O)CN2C(C)CCCC2C)c1 (stereo not given)	-0.4	23.3	i
COc1ccc(OCC(=O)NNC(=O)CCc2ccccc2)cc1	0.0	6.2	i
CS(=O)(=O)N(CC(=O)NCc1ccco1)c1ccccc1Cl	0.3	12.0	i
Cc1ccc(S(=O)(=O)NC(=O)Nc2cc(C(C)(C)C)on2)cc1	0.9	13.1	i
CN(C)CCCN(C(=O)C1COc2ccccc2O1)c1nc2ccc(F)cc2s1 (stereo not given)	-1.9	9.8	i
Cc1ccc(C(OCC(O)CNCc2ccc(F)cc2)c2ccccc2)cc1 (stereo not given)	0.1	-14.4	i
COc1cc(/C=C/C(=O)OCC(=O)N2CCCC2)ccc1OCC#N	0.8	14.4	x
CCOC(=O)c1c(C)[nH]c(C)c1C(=O)CN1C(=O)NC(CC(C)C)C1=O (stereo not given)	-0.9	8.5	i
CN=c1scc(C)n1/N=C/c1cc(Br)c(O)c(OC)c1	2.9	33.5	i
CS(=O)(=O)CC(=O)Nc1ccc2nc3n(c(=O)c2c1)CCCCC3	1.1	21.9	i
OCCC1CN(Cc2cc(F)ccc2-n2cccn2)CCN1C1CCCC1 (stereo not given)	-1.5	15.8	i
CC1CN(C(=O)CSc2nnc(C3CCCCC3)n2N)CC(C)O1 (stereo not given)	-1.0	3.3	x
Cc1ccc(OCC(=O)N/N=C2\CC(=O)CC(C)(C)C2)c(Br)c1	-2.0	x	i
O=C(COC(=O)c1cnccn1)NCCc1ccc(Cl)cc1Cl	-1.3	-2.1	i
Cc1ccccc1NC(=O)CCN1CCN(Cc2ccccc2)CC1	-0.7	1.1	i
c1ccc(CSc2ccc(-c3cccnc3)nn2)cc1	-1.7	12.4	i
Cc1oc2ccc(OCc3ccc(F)cc3)cc2c1C(=O)O	-1.9	18.0	i

Another view of some results above:
Each structure is followed by: STK33 inh	OX1R FRET antag	KCNQ2 inh
- Cc1cc(C)c(S(=O)(=O)c2ccccc2C)c(Cl)n1
  -1.5	6.6	i
- C=CCn1c(-c2sccc2C)n[nH]c1=S
  1.6	1.4	i
- CN=c1scc(C)n1/N=C/c1cc(Br)c(O)c(OC)c1
  2.9	33.5	i
- O=C(COC(=O)c1cnccn1)NCCc1ccc(Cl)cc1Cl
  -1.3	-2.1	i

Continued.
SMILES	STK33 inh	OX1R FRET antag	KCNQ2 inh
CCC(=O)Nc1ccccc1Oc1ccccc1	-1.9	4.0	i
Oc1cccc(C=NCc2ccccc2)c1O	3.0	20.9	i
CCCCCCSc1ccc([C@@H]2[C@@H]3C(=O)N(CC)C(=O)[C@@H]3[C@]3(C(=O)OC)CCCCN23)cc1	-0.3	10.9	x
O=C(O)c1ccc(Nc2ncnc3c2cnn3Cc2ccccc2)cc1	1.1	8.9	i
Cc1ccc(NC(=S)NCC2CCCO2)c(OC(F)F)c1 (stereo not given)	-1.5	3.0	i
CC(C)OC(=O)CC1C(=O)NCCN1C(=S)NC(=O)CCc1ccccc1 (stereo not given)	-1.3	8.2	i
CCc1ccc(NC(=O)C(CC)Sc2nc3cc4c(cc3c(=O)n2Cc2ccco2)OCO4)cc1 (stereo not given)	-0.1	15.9	i
O=C(CSc1nc2ccccc2c(=O)[nH]1)Nc1ccc(N2CCOCC2)cc1	0.4	4.6	i
CC(=O)Nc1ccc(/C(C)=N/NC(=O)c2ccc(CN3CCOCC3)cc2)cc1	-0.6	9.3	i
C[C@@H](C(=O)Nc1ccc2ccccc2c1)[C@@H]1C[C@@]1(C)[C@@H](N)c1ccccc1	-0.2	15.9	i
COc1cccc(/C=C2\SC(=O)N(CCC(=O)NNC(=O)c3ccccc3Cl)C2=O)c1	-1.5	12.9	i
COc1ccccc1-c1nc2c(c(SCC(=O)N3CCCCC3)n1)Cc1c(CO)cnc(C)c1O2	0.3	13.4	i
CCOC(=O)Cc1nnc(NC(=O)COc2ccc(C)cc2)s1	26.5*	19.4	i
COc1ccc(NC2=NCC(=O)N2c2ccccc2F)cc1	-1.4	-2.6	i
CC(C)OC(=O)/C(=C\c1ccc2c(c1)c1ccccc1n2C)NC(=O)c1ccccc1	-0.8	34.8	i
Cc1nc(/N=C(\N)N(C)C)[nH]c(=O)c1C	0.3	10.1	i
CSc1ccc(CNc2ncc(-c3cccc([N+](=O)[O-])c3)n2C)cc1	0.1	28.0	i
O=C(CCC1CCCCC1)Nc1ccc(S(=O)(=O)Nc2nccs2)cc1	-1.2	12.9	i
O=C(NCC1CCCO1)c1ccc(S(=O)(=O)N2CCCCC2)cc1 (stereo not given)	0.0	19.0	i
CCn1c(SCC(=O)Nc2nccs2)nnc1-c1ccc(S(=O)(=O)N2CCCCCC2)cc1	-2.6	12.5	i
CC1(C)CC(=O)C/C(=N\NC(=O)CCc2ccc(S(=O)(=O)N3CCOCC3)cc2)C1	-2.1	8.9	i
CSc1ccccc1NC(=O)c1cccnc1	1.1	6.8	i
Cc1c(Br)c([N+](=O)[O-])nn1CC(=O)c1ccccc1	-0.5	9.1	i
COc1ccc(-c2cc(C(F)(F)F)nc(SCC(=O)Nc3cc(C)on3)n2)cc1OC	0.5	26.2	i
CCC(=O)N1c2ccc(S(=O)(=O)N3CCN(CC)CC3)cc2CC1C (stereo not given)	-1.6	7.1	i

Looked up above.
`C[C@@H](C(=O)Nc1ccc2ccccc2c1)[C@@H]1C[C@@]1(C)[C@@H](N)c1ccccc1` in OX1R FRET antag reads 15.9
`CC(C)OC(=O)/C(=C\c1ccc2c(c1)c1ccccc1n2C)NC(=O)c1ccccc1` in STK33 inh reads -0.8
`O=C(CCNC(=O)N1CC(=O)Nc2ccccc21)NCc1ccc(F)cc1` in OX1R FRET antag reads 8.2
`CCN(CCn1cccn1)Cc1ccccc1OCC(O)CN1CCc2ccccc2C1` (stereo not given) in OX1R FRET antag reads 21.7

New compounds follow
SMILES	STK33 inh	OX1R FRET antag	KCNQ2 inh
O=C(CNC(=O)c1ccco1)NCc1ccc2c(c1)OCO2	0.1	1.9	x
CC[N+](CC)(CC=C(C)C)CC(=O)OC	-1.9	-3.3	i
S=c1[nH]cc(-c2ccccc2)n1-c1cccc(Cl)c1	-1.1	12.0	i
COc1ccc(CCNC(N)=S)cc1OC	-0.2	22.6	i
Cc1ccc(-c2cc(C(=O)O)c3cc(Br)ccc3n2)o1	-1.3	22.6	i
CCOC(=O)C1CCN(C(=O)c2ccc(Cl)c(S(=O)(=O)N3CCOCC3)c2)CC1	x	11.6	i
Cc1cccc(N(C)S(=O)(=O)c2c(C)noc2C)c1	-2.2	15.5	i
c1ccc2cc(OCc3nc4ccccc4[nH]3)ccc2c1	-2.0	8.6	i
COc1ccc([N+](=O)[O-])cc1NC(=O)C(C)N(C)Cc1cccc(OC)c1OC (stereo not given)	1.8	36.6	i
COc1ccc(C)cc1NC(=O)C(OC(=O)C1CC1)c1ccccc1 (stereo not given)	-1.4	21.4	i
COc1ccc(CC(=O)Nc2ccc3nc(SC)sc3c2)cc1OC	-0.5	32.7	i
CCOc1ccc(CNC(=O)Nc2ccccc2)cc1	2.3	-4.9	i
C=CCOCCN1C(=O)C2C(c3ccccc3)C=CC(c3ccccc3)C2C1=O (stereo not given)	-0.8	30.6	i
Cc1ccc(-c2csc(N3CCC(C(N)=O)CC3)n2)cc1	-0.7	5.5	x
O=C(CC1(O)C(=O)N(CCc2ccccc2)c2ccccc21)c1ccco1 (stereo not given)	-2.5	10.2	i
COC(=O)c1c(-n2cnnn2)sc(C)c1C	-1.4	6.5	i
CCOC(=O)c1c(NC(=O)CCS(=O)(=O)c2ccccc2)sc2c1CC(C)(C)NC2(C)C	-1.3	25.2	i
Cc1ccc(C)n1-c1sc2c(c1C#N)CCC(C)C2 (stereo not given)	-1.3	10.6	-7.85*
C/C(=N/NC(=O)c1ccoc1C)c1cccc(NC(=O)C2CC2)c1	0.5	7.4	i
CCS(=O)(=O)N1Cc2ccccc2CC1C(=O)Nc1nnc(SCc2ccc(F)cc2)s1 (stereo not given)	-1.0	5.6	i
CCSc1nsc(SCC)c1C(N)=O	-3.2	5.1	i
O=C1/C(=C\c2ccco2)SC(=S)N1C1CCS(=O)(=O)C1 (stereo not given)	1.0	19.2	i
C=CCOc1ccccc1CN1CCC(Oc2ccc(C(=O)N3CCCCC3)cc2)CC1	-2.3	23.1	i
COc1ccc(/C(N)=N/OC(=O)c2ccco2)cc1	-0.9	14.7	i
O=C(c1cccc(NC2=NC3CS(=O)(=O)CC3S2)c1)N1CCN(c2ncccn2)CC1 (stereo not given)	-0.6	-2.4	i
SMILES	STK33 inh	OX1R FRET antag	KCNQ2 inh
O=C(NCc1ccco1)C1CC(=O)N(c2cccc(Cl)c2)C1 (stereo not given)	1.6	8.8	i
CCN(CC)S(=O)(=O)c1cccc(-c2nnc(SCCOc3ccccc3C)o2)c1	-0.9	31.6	i
COc1cc(O)c(C(C)=O)cc1OC	-1.2	22.0	i
CCOc1ccc(NC(=O)CSc2nnc(COc3c(C)cccc3C)o2)cc1	-0.5	7.9	i
CCCc1cc(=O)oc2cc(C)c3c(C)coc3c12	-0.9	7.7	i
OC(COCc1cccs1)CN1CCN(c2cccc(C(F)(F)F)c2)CC1 (stereo not given)	-0.5	-4.9	i
O=c1c2ccccc2c(-c2ccccc2)nn1Cc1c(Cl)cccc1Cl	0.0	5.2	-5.82*
CCOC(=O)c1ccc(-n2c(O)c(/C=N/NC(=O)C3COc4ccccc4O3)c3ccccc3c2=O)cc1 (stereo not given)	4.0	29.2	i

Random excerpt: 2 entries already listed, in no set order.
SMILES	STK33 inh	OX1R FRET antag	KCNQ2 inh
O=c1c2ccccc2c(-c2ccccc2)nn1Cc1c(Cl)cccc1Cl	0.0	5.2	-5.82*
CCOC(=O)c1ccc(-n2c(O)c(/C=N/NC(=O)C3COc4ccccc4O3)c3ccccc3c2=O)cc1 (stereo not given)	4.0	29.2	i

Random draw from the library; overall some 2.7% were active at least once.
